Compound activity: PubChem BioAssay, NCI
NCI-60 one-dose screen, 48 h, at 10 µM unless noted. Numbers give growth in % (100 = growth as untreated, 0 = no growth, -100 = all killed).
HL-60(TB): HL-60(TB) leukemia cells. hit rate 9% among 78,000; active = growth percent below 10
An asterisk follows results filed as active; & = joins results of further samples.

No.	molecule	HL-60(TB)
1	CCCCCCCCCCCCCCCCCCSC1=CC(=O)C(OC)=C(OC)C1=O	67
2	C/C(=N\NC(N)=O)c1cccc(/C(C)=N/NC(N)=O)n1	107
3	CCCCC(O)Cn1ncc(C(=O)OCC)c1NC(=O)Nc1ccccc1F (configuration not stated)	96
4	CCOC(=O)c1ccc(S(C)(=O)=O)cc1	113
5	Nc1nc(F)nc2c1ncn2C1OC(COP(=O)(O)O)C(O)C1O (configuration not stated)	79
6	O=S(=O)(NCCNc1nccc(-c2c(-c3ccc(F)c(O)c3)nc3occn23)n1)c1ccccc1	64
7	CCCCCCn1c(-c2ccc(-c3nc(-c4ccc5c(c4)OCO5)no3)cc2)nc(-c2ccccc2)c1-c1ccccc1	104
8	Oc1ccccc1-c1nnc(SCc2ccc(O)c3ncccc23)o1	26
9	O=C(c1ccc(OCCN2CCCCC2)cc1)c1c(-c2ccc(O)cc2)sc2cc(O)ccc12	77
10	CCn1c(CN2CCN(c3cc4c(cc3F)c(=O)c(C(=O)O)cn4C3CC3)CC2)n[nH]c1=S	94
11	Cc1ccc(C(=O)NN2C(=O)/C(=C/C=C/c3ccc([N+](=O)[O-])o3)SC2=S)cc1	2.2*
12	C/C(=N\NC(=O)COc1ccc(NC(=O)Nc2ccc(Cl)cc2)cc1)c1c[nH]c2ccccc12	88
13	COC(=O)c1cccc(NC(=O)c2nnn(-c3ccc(C)cc3)c2C)c1	64
14	CCOc1ccc2nc(C)cc(C)c2c1	103
15	CC(C)C1NC(=S)CNC1=S (configuration not stated)	102
16	COc1cc2c(c(OC)c1OC)C(=O)CC(c1cccc(C(=O)Nc3ccc(Br)cc3)c1)O2 (configuration not stated)	14
17	CC1=C(C(=O)Nc2ccc(F)cc2)C(c2ccc(C)cc2)C2=C(CC(C)(C)CC2=O)N1 (configuration not stated)	114
18	CC1(C)CC(=O)C2=C(C1)N(Nc1ccccc1)c1nc(N)c(C#N)c(N)c1C2c1ccccc1Cl (configuration not stated)	101
19	CCOC(=O)CNC(=O)CCCCSc1ncnc2nc[nH]c12	91
20	COc1ccc2c(c1)C/C(=C\c1cc(-c3cc(OC)c(OC)c(OC)c3)n[nH]1)C2=O	79
21	O=C(C[n+]1cccc(Br)c1)c1ccc2c(c1)CCCC2	84
22	Cc1ccc(S(=O)(=O)n2cc(C=C(C#N)C#N)c3ccccc32)cc1	74
23	CC(C)(C)NC(=O)NCc1cccnc1	106
24	CS(=O)(=O)c1ccc(NC(=O)c2ccccc2)nc1	67
25	O=c1ncc2c([nH]1)-c1cn(-c3ccccc3)cc1CC2	84
26	OCCc1ccc(Cl)cc1	104
27	O=C(Nc1nnc(-c2cc(O)c(O)c(O)c2)s1)c1ccccc1	104
28	CCCCCCOC(CN(C)C)C(Cl)(Cl)Cl (configuration not stated)	112
29	COc1cc(C)ccc1Oc1nc(Nc2ccc(N3CCOCC3)cc2)ncc1N=Cc1cccc(OC(F)(F)F)c1	79
30	C/C(=C(/C)[C@H]1C[C@@H]1CCN(S(=O)(=O)c1ccc(C)cc1)S(=O)(=O)c1ccc(C)cc1)c1ccc(-c2ccccc2)cc1	106
31	CCCCCCCCCCCCCCCC(=O)CCCCCCCCCCCCCCC	111
32	CCOS(=O)(=O)C1CCCC1	99
33	CCCCc1nc2c(N)nc3ccccc3c2n1Cc1ccc(CNC(=O)OC(C)(C)C)cc1	22
34	CCCCCCCCCCCCCCCCCCOc1ccc(CC(=O)NCC[N+]2(C)CCCCC2)cc1	84
35	CCOC(=O)/C=C/c1ccc(N(C)C)cc1	89
36	Nc1ccccc1SC1CC(=O)N(c2ccc(I)cc2)C1=O (configuration not stated)	66
37	O=C1CCc2c(sc3[nH]c(=S)n(-c4ccc(C(F)(F)F)cc4)c(=O)c23)C1	95
38	COc1ccc(C(=NNS(=O)(=O)c2ccc(C)cc2)c2ccc(F)cc2)cc1OC	90
39	COc1cc(C2(C)NC(=O)NC2=O)cc(OC)c1OC (configuration not stated)	83
40	Brc1ccc(N=Nc2ccccc2)cc1	91
41	COc1ccc([C@H]2[C@@H](F)C(=O)N2c2cc(OC)c(OC)c(OC)c2)cc1F	-15*
42	Fc1ccc(-c2nnc(-c3ccc(Cl)cc3)o2)cc1	110
43	CC1[C@H]2[C@H](C[C@H]3[C@@H]4CC=C5c6sc(Nc7cccc(Cl)n7)nc6CC[C@]5(C)[C@H]4CC[C@@]32C)O[C@]12CC[C@@H](C)CO2 (some centres not stated)	45
44	OCCN=Cc1c[nH]c2ccccc12	101
45	C=CCOC(=O)C1C(C(=O)O)C2(Cl)C(Cl)=C(Cl)C1(Cl)C2(Cl)Cl (configuration not stated)	129
46	O=c1cc(/C=N\Nc2nc(-c3ccc(Cl)cc3Cl)cs2)c2cc(Cl)ccc2o1	92
47	CCCCCCCCc1ccc(S(=O)(=O)Nc2ccc(CC)cc2C(=O)O)cc1	120
48	CCCCCCCOC(N)=O	64
49	O=[N+]([O-])/C=C/c1ccc(Cl)cc1[N+](=O)[O-]	34
50	COc1ccc(Oc2nc(Nc3ccc(N4CCOCC4)cc3)ncc2NC(=O)c2cccc(SC)c2)cc1	86

Carrying on.
No.	molecule	HL-60(TB)
51	COc1ccc(-c2nnc(SCC(=O)Nc3ccc(/C(C)=N/O)cc3)o2)cc1	99
52	COC(=O)C(Cc1ccccc1)NS(=O)(=O)/N=C1\NC(=O)NC1=C(Cl)Cl (configuration not stated)	96
53	CCc1c(CC(=O)O)c2cc(C)ccc2n1Cc1ccc(Cl)cc1	161&89
54	CCOC(=O)[C@@H]1CSC(C)=C(C(=O)O)N1	95
55	C(=C\c1ccc(/C=C/c2ccccc2)nn1)/c1ccccc1	83
56	Cc1ccc([P+](Cc2ccccc2)(c2ccccc2)c2ccccc2)cc1	-36*
57	O=S1(=O)OCCO1	99
58	COc1cc(CNS(=O)(=O)c2ccc(C)cc2)ccc1OCc1cn(-c2cccc(C(F)(F)F)c2)nn1	113
59	CC(C)OC(=S)S	107&101
60	COc1ccc(S(=O)(=O)NCCCNc2cc(-c3cn(C(C)(C)C)nc3-c3cccc(F)c3)ccn2)cc1	61
61	CCCCCCCCCCCCCCCc1cc(OC2OC(COC(C)=O)C(OC(C)=O)C(OC(C)=O)C2OC(C)=O)ccc1N (configuration not stated)	19
62	Nc1ncc(CNc2ccc(C(=O)O)cc2)c(N)n1	96
63	N#CCCCCCCCCCCC#N	99
64	CCc1cccc2c3c(sc12)C(c1ccc(Cl)cc1)c1c(nc(-c2ccc(OC)cc2)[nH]c1=O)O3 (configuration not stated)	71
65	CCOC(=O)c1c(C)nc2c(c1N)CC(=O)N2CCc1ccccc1	-3.4*
66	C=CCNC(=S)N1CCN(c2ccccc2Cl)CC1	89
67	Cc1c(C(=O)c2ccccc2)oc2c(Br)cc(Br)cc12	97
68	Nc1ccc(OCCCCNC(=O)c2ccc(S(=O)(=O)F)cc2)c(Cl)c1	101
69	CCC/C=C\CC/C=C/C=C/[C@H]1CCC[C@@H](CCCCO)N1	92
70	Cc1onc(-c2ccccc2Cl)c1C(=O)Cl	104
71	COc1cc(/C=N\N=c2\sc3ccccc3n2C)ccc1OCCO	59
72	COc1ccc2cc(C(C)c3nnc(N)s3)ccc2c1 (configuration not stated)	106
73	NCCNC(=O)c1cccc(COc2ccccc2NC(=O)c2cc(Cl)c(Cl)[nH]2)c1	89
74	C=C1C(=O)O[C@H]2[C@H]1CC/C(COC(=O)CSSCC(=O)OC/C1=C/CC[C@@]3(C)O[C@H]3[C@H]3OC(=O)C(=C)[C@@H]3CC1)=C\CC[C@@]1(C)O[C@@H]21	55
75	Cc1ccc(N2NOC(=O)/C2=C2\CC(c3ccccc3)N=N2)cc1 (configuration not stated)	114
76	COc1ccc(NCc2nnc(-c3ccc(OC)c(OC)c3)o2)cc1	83
77	Cc1cccc2nc(-c3c(F)cccc3F)n(Cc3c(F)cccc3F)c12	83
78	O=C(Nc1cccc2c1C(=O)c1cccc(NC(=O)c3ccc(C(=O)Nc4cccc5c4C(=O)c4cccc(NC(=O)c6ccccc6)c4C5=O)cc3)c1C2=O)c1ccccc1	83
79	O=C1Nc2ccccc2/C1=C/c1cn(CCCn2cc(/C=C3\C(=O)Nc4ccccc43)c3ccccc32)c2ccccc12	140
80	Nc1ccc2c(c1)Cc1ccccc1-2	108

Arranged by SMILES length (lowest first): part of the list above.
No.	molecule	HL-60(TB)
63	N#CCCCCCCCCCCC#N	99
80	Nc1ccc2c(c1)Cc1ccccc1-2	108
70	Cc1onc(-c2ccccc2Cl)c1C(=O)Cl	104
66	C=CCNC(=S)N1CCN(c2ccccc2Cl)CC1	89
62	Nc1ncc(CNc2ccc(C(=O)O)cc2)c(N)n1	96
67	Cc1c(C(=O)c2ccccc2)oc2c(Br)cc(Br)cc12	97
71	COc1cc(/C=N\N=c2\sc3ccccc3n2C)ccc1OCCO	59
76	COc1ccc(NCc2nnc(-c3ccc(OC)c(OC)c3)o2)cc1	83
65	CCOC(=O)c1c(C)nc2c(c1N)CC(=O)N2CCc1ccccc1	-3.4*
69	CCC/C=C\CC/C=C/C=C/[C@H]1CCC[C@@H](CCCCO)N1	92
77	Cc1cccc2nc(-c3c(F)cccc3F)n(Cc3c(F)cccc3F)c12	83
68	Nc1ccc(OCCCCNC(=O)c2ccc(S(=O)(=O)F)cc2)c(Cl)c1	101
73	NCCNC(=O)c1cccc(COc2ccccc2NC(=O)c2cc(Cl)c(Cl)[nH]2)c1	89
64	CCc1cccc2c3c(sc12)C(c1ccc(Cl)cc1)c1c(nc(-c2ccc(OC)cc2)[nH]c1=O)O3 (configuration not stated)	71
79	O=C1Nc2ccccc2/C1=C/c1cn(CCCn2cc(/C=C3\C(=O)Nc4ccccc43)c3ccccc32)c2ccccc12	140
78	O=C(Nc1cccc2c1C(=O)c1cccc(NC(=O)c3ccc(C(=O)Nc4cccc5c4C(=O)c4cccc(NC(=O)c6ccccc6)c4C5=O)cc3)c1C2=O)c1ccccc1	83

The list goes on.
No.	molecule	HL-60(TB)
81	CN(C)CCOC(=O)Nc1cccc(Cl)c1	100&110
82	N#C/C(=C/c1cc([N+](=O)[O-])c(O)c([N+](=O)[O-])c1)C(N)=O	109
83	C=CCC1(CCC)C(=O)NC(=O)NC1=O	125
84	Cc1c(CCN)ccc2c1[nH]c1ccccc12	163
85	CSc1nn(-c2ccccc2)c2ncnc(Oc3ccccc3C)c12	102
86	CN(C)C1(C(N)=O)CCN(Cc2ccccc2)CC1	77
87	Nc1ccn(C2OC(CO)C(O)C2F)c(=O)n1 (configuration not stated)	105
88	C/C=C(\C)C(=O)OCC	98
89	C(=C\c1ccccn1)/c1ccccc1	84
90	COc1ccc(NC(=O)Oc2cc(C)ccc2C(C)C)cc1	78
91	CC(=O)C1CCCC1=O (configuration not stated)	102
92	COc1ccc2nc(-n3c(=O)c4cccnc4n(-c4ccc(Cl)cc4)c3=O)sc2c1	85
93	C(=C(\C1=NCCN1)n1ccc2ccccc21)/c1ccc2ccccc2c1	67
94	COc1cc(/C=N/NC(=O)CSc2nc3ccccc3c(=O)n2Cc2ccc(S(N)(=O)=O)cc2)ccc1O	101
95	O=C(Nc1ccc(-c2cccc(Oc3ccc4nnc(Cl)n4n3)c2)cc1)C1CC1	95
96	COc1cccc(-c2cc(-c3cccc(NS(C)(=O)=O)c3)nc(N)c2C#N)c1O	2.2*
97	Cc1cc2nc3c4cc([N+](=O)[O-])cc([N+](=O)[O-])c4n(CCN(C)C)c3nc2cc1C	98
98	Nc1ccccc1-c1cc2c(c3c1[nH]c1ccccc13)-c1ccccc1OC2	112
99	CC(C)CC(=O)OCCc1ccccc1	106
100	CCCOC(=O)Cn1cc(I)c(=O)c(I)c1	93
101	CCCCNC(=O)c1[nH]cc(-c2ccc(OC)cc2)c1-c1cc(OC)cc(OC)c1	68
102	N#Cc1c[nH]c(=O)[nH]c1=O	85
103	N=C1SC2C(=NC(=O)NC2c2ccc(O)cc2)N1c1nccs1 (configuration not stated)	75
104	Cc1cc(N2CCCCC2)nc2ccc(Cc3ccccc3)cc12	91
105	Cc1cccc(C(=O)NNC(=O)c2ccc3ccccc3c2)c1	87
106	Cc1[nH]nc2c1C(c1cn[nH]c1-c1ccc(F)cc1)C(C#N)=C(N)O2 (configuration not stated)	97
107	c1ccc2c3c(ccc2c1)C[C@H]1C[C@@H](c2ccoc2)N3O1	103
108	N#Cc1ccc([N+](=O)[O-])cc1OCCCN1CCOCC1	98
109	COc1ccc(/C=N/NC(=O)c2cnn3c2NC(c2ccccc2)C3)cc1OC1CCCCC1 (configuration not stated)	95
110	Nc1[nH]nc2c1-c1nc3ccccc3n1C(N)N2 (configuration not stated)	103
111	CCCCc1ccc(C(O)(CCN2CC3CCC(CC3)C2)c2ccccc2)cc1 (configuration not stated)	85
112	N=S(=O)(NC(=O)c1ccc(Cl)cc1)c1ccc(Cl)cc1 (configuration not stated)	96
113	CC1(C)CC[C@]2(C(=O)N3CCNCC3)CC[C@]3(C)C(=CC[C@@H]4[C@@]5(C)CCC(=O)C(C)(C)[C@@H]5CC[C@]43C)[C@@H]2C1	102
114	CN1CCN(CC#CCn2c3c(c4ccccc42)C[C@]2(C)[C@H]4CC=C5[C@@H]6CC(C)(C)CC[C@]6(C(=O)N6CCOCC6)CC[C@@]5(C)[C@]4(C)CC[C@H]2C3(C)C)CC1	16
115	Cn1cc(C2=C(c3cccc4ccccc34)C(=O)NC2=O)c2cccnc21	106
116	CC1OC(C)(Cc2ccccc2)OC1C (configuration not stated)	71
117	Nc1cccc(-c2cc(Cl)cc3c(=O)[nH]c(N4CCOCC4)nc23)c1	104
118	NC(=O)c1ccc(Cl)c2ccccc12	90
119	N#Cc1cn(-c2ncc(C(N)=O)c(N)n2)nc1-c1ccc(Cl)cc1	68
120	CSC1=Nc2c(c(C)c(-c3ccccc3)n2CCCN2CCCCC2)C2=NC(=O)C[C@H](C)N12	-33*
121	Cc1ccc(C(=O)CCC(=O)O)c(C)c1	97
122	Cc1cc(N/N=C/c2nc(-c3ccc(Br)cc3)oc2C)c2cc(Br)ccc2n1	19
123	CC(Sc1nc2ccccc2c(=O)n1CCc1ccc(S(N)(=O)=O)cc1)C(=O)Nc1ccc(Cl)cc1 (configuration not stated)	86
124	COc1ccc(C2c3sc4c(F)cccc4c3Oc3ncnc(N)c32)cc1 (configuration not stated)	106

An excerpt (hit frequency here may not be typical).
